AMPAR-TARP mod: modulators of GluA2-stargazin AMPA receptor complexes, primary screen, cell-based, membrane potential dye; AID 1259245, 2017; calls only at 30 µM; 40,000 tested, 3.5% active; Voltage-dependent calcium channel gamma-2 subunit (Mus musculus) + Glutamate receptor 2 …; HEK293 GluA2+stargazin, membrane potential dye (FDSS), glutamate EC50; hits were called plate by plate, in both directions;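 active means any of four per-well response measures lying three or more SD from its plate-wide compound average, in either direction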
Target sequence (O88602 whole entry, looked up): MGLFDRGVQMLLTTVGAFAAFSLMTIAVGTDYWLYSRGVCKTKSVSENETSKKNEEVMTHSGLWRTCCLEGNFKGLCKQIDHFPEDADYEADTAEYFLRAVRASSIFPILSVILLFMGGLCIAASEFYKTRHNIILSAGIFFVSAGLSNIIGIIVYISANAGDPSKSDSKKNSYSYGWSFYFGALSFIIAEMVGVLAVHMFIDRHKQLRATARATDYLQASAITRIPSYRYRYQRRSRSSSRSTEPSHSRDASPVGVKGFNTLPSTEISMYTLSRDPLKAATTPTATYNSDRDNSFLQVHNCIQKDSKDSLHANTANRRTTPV
Target sequence (P19491 whole entry, looked up): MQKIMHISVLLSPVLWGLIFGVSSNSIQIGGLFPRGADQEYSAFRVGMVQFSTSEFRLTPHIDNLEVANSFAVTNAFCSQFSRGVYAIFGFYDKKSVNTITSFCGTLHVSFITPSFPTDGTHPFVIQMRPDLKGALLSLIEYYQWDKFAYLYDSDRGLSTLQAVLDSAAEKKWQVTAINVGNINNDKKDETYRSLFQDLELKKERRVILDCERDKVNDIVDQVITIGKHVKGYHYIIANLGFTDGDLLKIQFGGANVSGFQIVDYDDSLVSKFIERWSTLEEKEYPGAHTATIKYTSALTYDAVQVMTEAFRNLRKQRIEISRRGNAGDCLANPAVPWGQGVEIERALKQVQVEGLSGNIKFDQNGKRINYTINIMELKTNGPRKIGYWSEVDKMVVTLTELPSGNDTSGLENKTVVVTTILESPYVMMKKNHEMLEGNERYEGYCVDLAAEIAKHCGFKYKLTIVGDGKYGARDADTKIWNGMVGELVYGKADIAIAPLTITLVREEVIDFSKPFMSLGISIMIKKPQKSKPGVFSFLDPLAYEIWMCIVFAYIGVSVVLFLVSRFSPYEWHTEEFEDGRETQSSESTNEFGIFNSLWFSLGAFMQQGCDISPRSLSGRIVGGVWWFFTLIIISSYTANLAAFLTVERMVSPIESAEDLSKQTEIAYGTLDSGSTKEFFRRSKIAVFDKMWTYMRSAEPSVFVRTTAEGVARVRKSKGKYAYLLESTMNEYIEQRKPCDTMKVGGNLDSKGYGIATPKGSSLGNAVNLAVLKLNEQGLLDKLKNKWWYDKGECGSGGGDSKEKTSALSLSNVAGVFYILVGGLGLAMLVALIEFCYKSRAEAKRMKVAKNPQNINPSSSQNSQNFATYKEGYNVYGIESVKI
AMPAR-TARP mod agonism max-min: second read-out of AMPAR-TARP mod, no call of its own (marks repeat the call); compound max-min signal; compound-alone response (agonism);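 unitless range of fluorescence divided by baseline over first 100 seconds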
AMPAR-TARP mod glutamate slope: recorded beside AMPAR-TARP mod, whose call it bears; glutamate slope, % of max; measured here: glutamate response slope, % max;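 scaled per plate between vehicle wells and maximal 1 mM glutamate control wells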
* marks the source's active call; other numbers are inactive results; i = inactive; + = active, no number. A portion of the library; rates above refer to the full screens.

mol | AMPAR-TARP mod | AMPAR-TARP mod agonism max-min | AMPAR-TARP mod glutamate slope
O=C(NCCN1CCn2cc(OCc3ccccc3)c(=O)cc2C1=O)c1cnccn1 | i | 0.087 | 58
CC1(C)Cc2cccc(OCC(=O)N3CCC(c4nnc(-c5ccco5)s4)CC3)c2O1 | i | 0.072 | 52
CS(=O)(=O)NCc1cccc(Oc2ccc(F)cc2)c1 | i | 0.11 | 59
COc1ccc(C)c2sc(N(CCN3CCOCC3)C(=O)/C=C/c3cccc([N+](=O)[O-])c3)nc12 | i | 0.2 | 66
CCOC(=O)c1oc2ccccc2c1NC(=O)c1cc(C)nn1CC | i | 0.089 | 56
Cc1nnc(C2CCN(C(=O)Cc3ccc(SC(C)C)cc3)CC2)s1 | i | 0.055 | 62
O=C(Nc1ccc(C(F)(F)F)cc1)N1CCCN(CCn2cccn2)CC1 | i | 0.16 | 83
COc1cccc(-n2nnc(-c3nc(-c4ccccc4Cl)no3)c2C)c1 | i | 0.15 | 63
CC(C)(CO)Nc1nnnc2c1cnn2-c1ccccc1 | i | 0.15 | 62
CCS(=O)(=O)Nc1cccc(N2CCCCC2=O)c1 | i | 0.05 | 59
COc1ccc(-n2nnc3c(N4CCN(C(=O)C(=O)c5c[nH]c6ccccc56)CC4)ncnc32)cc1 | i | 0.14 | 73
Cc1nnc(NC(=O)CSc2nc(=O)n(N3CCN(C)CC3)c3c2CCCC3)s1 | i | 0.15 | 63
O=C(Nc1nnc(-c2ccco2)o1)C1CCN(S(=O)(=O)c2ccc(Cl)cc2)CC1 | i | 0.085 | 45
O=C(COC(=O)c1cc(=O)[nH]c2ccccc12)c1ccccc1 | i | 0.089 | 65
Cc1cc(NC(=O)CSc2c(C)cnc3c2c(=O)n(C)c(=O)n3C)no1 | i | 0.1 | 51
COc1ccc(S(=O)(=O)c2c(C)cc(C)n(CC(=O)Nc3cc(OC)ccc3OC)c2=O)cc1 | i | 0.058 | 70
COc1ccc(N2CCN(S(=O)(=O)c3cc(C(=O)Nc4ccc(Oc5ccccc5)cc4)ccc3F)CC2)cc1 | i | 0.11 | 67
COc1ccc(OCC(O)Cn2c(C3CC(=O)N(c4ccc(C)cc4)C3)nc3ccccc32)cc1 (centres undefined) | i | 0.11 | 57
CCc1cc(C(=O)OC)c(NC(=O)CC2Sc3ccc(C(F)(F)F)cc3NC2=O)s1 (centres undefined) | i | 0.049 | 30
O=C(Nc1ccccc1C(F)(F)F)c1ccc(N2C(=O)c3ccccc3C2=O)cc1 | i | 0.074 | 69
Cc1ccnc(NC(=O)c2sc3nc(-c4ccccc4)cn3c2C)c1 | i | 0.13 | 61
O=C(Cc1ccc2c(c1)OCO2)Nc1nnc(-c2ccc(Br)s2)o1 | i | 0.089 | 43
Cc1cc(-c2nnc(NC(=O)C3Oc4ccccc4OC3C)o2)n(C)n1 (centres undefined) | i | 0.061 | 51
Cc1ccc(NC(=O)NCCNc2cc(-n3nc(C)cc3C)ncn2)c(Cl)c1 | i | 0.064 | 51
COc1ccc(CNC(=O)C(=O)NCC2OCCCN2S(=O)(=O)c2c(C)cc(C)cc2C)cc1 (centres undefined) | i | 0.076 | 52
COc1ccc(S(=O)(=O)CC(=O)Nc2nc(-c3ccc(Br)cc3)cs2)cc1 | i | 0.048 | 53
CCOc1ccc(-c2noc(-c3ccc(CS(=O)(=O)c4ccccc4)o3)n2)cc1OC | i | 0.098 | 58
O=C(NCCn1nc(-c2ccco2)ccc1=O)Nc1cccc(C(F)(F)F)c1 | i | 0.05 | 45
CC1CCN(c2ccc(N3CCN(C(=O)c4cccc([N+](=O)[O-])c4)CC3)nn2)CC1 | i | 0.14 | 62
CCCCOc1ccc(S(=O)(=O)N2CCCCCC2)cc1 | i | 0.092 | 71
CCOC(=O)N1CCN(CC(O)COC2CCCCC2)CC1 (centres undefined) | i | 0.073 | 79
CCSc1ccc(CC(=O)Nc2nc(-c3ccc(OC)c(OC)c3)cs2)cc1 | i | 0.11 | 49
O=C(NCCn1ncc2c(N3CCCCCC3)ncnc21)C1COc2ccccc2O1 (centres undefined) | i | 0.04 | 67
COC(=O)c1ccc(C(=O)OC)c(NC(=O)CCN2C(=O)c3ccccc3S2(=O)=O)c1 | i | 0.046 | 54
O=C(NCCC(O)c1ccccc1)c1cccs1 (centres undefined) | i | 0.086 | 65
COc1ccc(S(=O)(=O)Nc2cccc(C(=O)Nc3sc4c(c3C(N)=O)CCC(C)C4)c2)cc1 (centres undefined) | i | 0.08 | 53
CCOC(=O)c1cn(CC(=O)Nc2ccccc2C(F)(F)F)c2nc(C)ccc2c1=O | i | 0.1 | 56
CCc1ccc(-c2ccc(=O)n(CC(=O)N3CCCCC3)n2)cc1 | i | 0.035 | 54
COc1ccc(-c2nnc3ccc(OCCNC(=O)Nc4cccs4)nn23)cc1OC | + | 0.17* | 48*
Cc1ccc(S(=O)(=O)NCC(c2cccs2)N2CCOCC2)cc1C (centres undefined) | i | 0.094 | 63
COC(=O)Cc1c(C)nc2c(-c3ccccc3)c(C)[nH]n2c1=O | i | 0.11 | 55
Cc1ccc(S(=O)(=O)N2CCC(c3nnc(C4CC4)o3)CC2)s1 | i | 0.071 | 62
CC1(C)CC(=O)c2sc(NC(=O)CCCS(=O)(=O)c3ccccc3)nc2C1 | i | 0.072 | 73
COc1ccc(C)c2sc(NC(=O)C3CCCN(S(C)(=O)=O)C3)nc12 (centres undefined) | i | 0.14 | 39
O=C(NCCC(O)C1CC1)c1cc(Br)ccc1Cl (centres undefined) | i | 0.073 | 55
Cc1c(S(=O)(=O)CCNC(=O)NC(C)(C)C)c2ccccc2n1C | i | 0.056 | 61
c1cncc(C2Oc3ccccc3C3CC(c4ccc5c(c4)OCO5)=NN32)c1 (centres undefined) | i | 0.048 | 46
COc1cccc(C(=O)Nc2nc3ncccc3cc2-c2ccccc2)c1 | + | 0.22* | 57*
Cc1ccc(CNC(=O)CC2Nc3cc(C)c(C)cc3NC2=O)cc1 (centres undefined) | + | 0.18* | 33*
COc1cc(NC(=O)CSc2ncnc3c2[nH]c2ccccc23)cc(OC)c1 | i | 0.11 | 47
Cc1ccc(S(=O)(=O)c2nc(-c3ccco3)oc2NCCN2CCOCC2)cc1 | i | 0.11 | 61
CCc1nnc(-c2ccc(NC(=O)COc3ccccc3F)cc2)o1 | i | 0.11 | 41
O=C(CSc1nnc(Cc2ccccc2)o1)NCC1CCCO1 (centres undefined) | i | 0.038 | 47
Cc1cc(C)n(-c2cc(N3CCCC(C(=O)NCc4ccc5c(c4)OCO5)C3)ncn2)n1 (centres undefined) | i | 0.08 | 59
CCc1cc2c(=O)c(-c3ccc4c(c3)OCCO4)c(C)oc2cc1OCC(=O)OC(C)C | i | 0.1 | 52
CCNc1cc(NCCNC(=O)c2ncccn2)nc(C)n1 | + | 0.32* | 66*
CC(C)(C)c1ccc(OCC(=O)Nc2ccc3c(c2)N(C(=O)C2CCCO2)CC3)cc1 (centres undefined) | i | 0.074 | 53
CS(=O)(=O)c1cccc2sc(N3CCN(C(=O)c4cc5ccccc5o4)CC3)nc12 | i | 0.062 | 58
O=C(CCCNC(=O)c1cc(-c2cccs2)[nH]n1)Nc1cccc2cccnc12 | i | 0.079 | 65
COc1ccc(C(=O)Nc2nnc(-c3cccs3)o2)cc1OC | + | 0.2* | 49*

More records follow.
mol | AMPAR-TARP mod | AMPAR-TARP mod agonism max-min | AMPAR-TARP mod glutamate slope
CCOc1ccc(OCCNC(=O)c2cccc(C(F)(F)F)c2)cc1 | i | 0.14 | 56
C=CCn1c(SCC(=O)Nc2ccc3c(c2)OCCO3)nc2sc3c(c2c1=O)CCC3 | i | 0.072 | 44
CC(C)N1CCc2c(sc(NC(=O)CCc3ccccc3)c2-c2nc3ccccc3s2)C1 | i | 0.076 | 26
CC(C)(C)C(=O)N1CCc2ccc(NS(=O)(=O)c3cccs3)cc21 | i | 0.039 | 67
O=S(=O)(c1ccc2c(c1)OCCO2)N1CCC(c2cccs2)CC1 | i | 0.12 | 79
O=C(c1cccc(N2C(=O)CCC2=O)c1)N(Cc1ccco1)c1nc2ccc(F)cc2s1 | i | 0.082 | 58
O=C(Nc1ccc(CC(=O)N2CCCC2)cc1)Nc1cccc(C(F)(F)F)c1 | i | 0.12 | 37
O=C(NC(=S)Nc1ccc(S(=O)(=O)N2CCOCC2)cc1)c1ccco1 | i | 0.062 | 49
CCn1nccc1C(=O)N1CCN(c2nc3c(C(C)C)cccc3s2)CC1 | i | 0.13 | 51
COc1ccc(SCC(=O)Nc2nc3cc4c(cc3s2)OCCO4)cc1 | i | 0.096 | 73
O=C(Cc1cc(-c2cc3ccccc3o2)on1)Nc1cccc(F)c1 | i | 0.076 | 26
CCOc1ccccc1C(=O)Nc1cccc(N2CCCS2(=O)=O)c1 | i | 0.034 | 47
Cc1cc(NC(=O)c2cccc(S(=O)(=O)C(C)C)c2)n(C(C)C)n1 | i | 0.085 | 57
CNC(=O)c1nsc(C(=O)N2CCCC(C)C2)c1N (centres undefined) | i | 0.079 | 64
Cc1ccc(C)c(-c2csc(NC(=O)c3cccc(S(=O)(=O)C(C)C)c3)n2)c1 | i | 0.064 | 57
COc1ccccc1/C=C1\Oc2cc(OCC(N)=O)ccc2C1=O | i | 0.11 | 65
COc1ccc(-c2nc(NC(=O)c3cc(C)no3)sc2C)cc1 | i | 0.051 | 39
COc1ccc(C(=O)Nc2ccc(Cl)cn2)cc1S(=O)(=O)N1CCOCC1 | i | 0.085 | 0
CC(Oc1ccccc1F)C(=O)NCCCn1nc(-c2ccco2)ccc1=O (centres undefined) | + | 0.37* | 66*
CCCN1C(=O)NC2(CCN(S(=O)(=O)c3ccc4c(c3)CCN4C(C)=O)CC2)C1=O | i | 0.05 | 31
O=C(c1cc2cc([N+](=O)[O-])ccc2oc1=O)N1CCC(Cc2ccccc2)CC1 | i | 0.068 | 66
COc1ccc(S(=O)(=O)NCCNc2ccc(Nc3ccncc3)nn2)cc1OC | i | 0.22 | 42
COc1cccc(N2CC(NC(=O)c3ccccc3OC)CC2=O)c1 (centres undefined) | i | 0.084 | 76
COc1cccc(-c2csc(CN3CCN(S(=O)(=O)c4c(C)noc4C)CC3)n2)c1 | i | 0.13 | 58
Cc1cc(C(=O)Nc2cc(Cl)cc(Cl)c2)on1 | i | 0.096 | 58
COc1ccc(N2CCCS2(=O)=O)cc1NC(=O)C(=O)NCC1CCCO1 (centres undefined) | i | 0.095 | 54
COc1cccc(C(=O)Nc2cccc(-n3c(C)nc4ccccc4c3=O)c2)c1OC | i | 0.06 | 18
COc1cc(C(=O)Nc2c(C(C)C)cccc2C(C)C)cc(OC)c1OC | + | 0.14* | 41*
CS(=O)(=O)N1CCCc2cc(NS(=O)(=O)c3ccccc3F)ccc21 | i | 0.04 | 61
CC(C)(C)c1ccc(S(=O)(=O)N2CCCC2C(=O)O)cc1 (centres undefined) | i | 0.052 | 64

Overlap with the part before: seven compounds, then new ones.
mol | AMPAR-TARP mod | AMPAR-TARP mod agonism max-min | AMPAR-TARP mod glutamate slope
COc1cccc(-c2csc(CN3CCN(S(=O)(=O)c4c(C)noc4C)CC3)n2)c1 | i | 0.13 | 58
Cc1cc(C(=O)Nc2cc(Cl)cc(Cl)c2)on1 | i | 0.096 | 58
COc1ccc(N2CCCS2(=O)=O)cc1NC(=O)C(=O)NCC1CCCO1 (centres undefined) | i | 0.095 | 54
COc1cccc(C(=O)Nc2cccc(-n3c(C)nc4ccccc4c3=O)c2)c1OC | i | 0.06 | 18
COc1cc(C(=O)Nc2c(C(C)C)cccc2C(C)C)cc(OC)c1OC | + | 0.14* | 41*
CS(=O)(=O)N1CCCc2cc(NS(=O)(=O)c3ccccc3F)ccc21 | i | 0.04 | 61
CC(C)(C)c1ccc(S(=O)(=O)N2CCCC2C(=O)O)cc1 (centres undefined) | i | 0.052 | 64
CCOC(=O)C1CCN(c2ccc(S(=O)(=O)C(F)(F)F)cc2[N+](=O)[O-])CC1 | i | 0.14 | 47
COCCn1c(=NC(=O)CSC(C)=O)sc2ccccc21 | i | 0.057 | 59
O=C(NCC(c1ccc(F)cc1)N1CCOCC1)c1ccccc1[N+](=O)[O-] (centres undefined) | i | 0.043 | 53
COc1ccc(NC(=O)c2cccc(N3CCCS3(=O)=O)c2)cc1 | i | 0.095 | 52
Cc1c(Cl)ccc2sc(N(CCN3CCOCC3)C(=O)c3ccco3)nc12 | i | 0.15 | 57
Cc1ccc(C23CC4CC(CC(CN)(C4)C2)C3)cc1 | i | 0.074 | 40
COc1cc(NS(=O)(=O)c2ccc(NC(=S)NC(=O)C(C)(C)C)cc2)nc(OC)n1 | i | 0.061 | 56
CC(Cn1nc(-c2ccco2)ccc1=O)C(=O)Nc1cccc(Cl)c1Cl (centres undefined) | i | 0.057 | 41
CN(C)c1cccc(C(=O)NCC#CCN2CCc3ccccc3C2)c1 | i | 0.065 | 57
COc1ccc([N+](=O)[O-])cc1NC(=O)c1cccc(S(=O)(=O)C(C)C)c1 | i | 0.094 | 58
O=C(NCCc1ccc(F)cc1)C(=O)Nc1ccc(Cl)cn1 | i | 0.12 | 47
COc1ccc(S(=O)(=O)N2CCCc3cc(NC(=O)c4snnc4C)ccc32)cc1 | i | 0.13 | 62
COc1ccc(S(=O)(=O)NCCc2csc(-c3cccc(C)c3)n2)cc1F | i | 0.11 | 60
CCc1nnc(NS(=O)(=O)c2ccc(NC(=O)c3ccc4c(c3)CCCC4)cc2)s1 | i | 0.089 | 60
CS(=O)(=O)c1cccc(C(=O)N(CCCn2ccnc2)c2nc3ccccc3s2)c1 | i | 0.094 | 53

Only AMPAR-TARP mod agonism max-min and AMPAR-TARP mod, for two of the compounds above:
smiles	AMPAR-TARP mod agonism max-min	AMPAR-TARP mod
O=C(c1cc2cc([N+](=O)[O-])ccc2oc1=O)N1CCC(Cc2ccccc2)CC1	0.068	i
COc1ccc(-c2nnc3ccc(OCCNC(=O)Nc4cccs4)nn23)cc1OC	0.17*	+
